CHRM5 antagonist: human M5 muscarinic receptor antagonists, primary screen, CHO cells, Fluo-8 calcium fluorescence | Muscarinic acetylcholine receptor M5 (Homo sapiens), P08912 | CHO-hM5 cells, ACh EC80 | inhibition, % at 3 µM | hit rate 0.59% among 360,000 | AID 624040, 2012;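 active = inhibition above a per-plate cutoff, the mean of that plate's test compounds plus 3 SD, cut at about 27% in these data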;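 note: 0% = acetylcholine EC80 with DMSO and 100% = DMSO without agonist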
CHRM4 agonist: human M4 muscarinic receptor agonists, primary screen, CHO-K1 cells, Fluo-8 calcium fluorescence; Muscarinic acetylcholine receptor M4 (Homo sapiens), P08173; AID 624127, 2012; CHO-K1 hM4/Gqi5; vehicle 0%, full acetylcholine response 100%; activation, % at 3 µM; hit rate 0.14% among 360,000;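 active = activation above the run mean over all test wells plus 3 SD, cut at about 32% in these data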;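 note: peak over basal fluorescence ratio per well then scaled between controls; 0% = DMSO wells and 100% = acetylcholine at EC100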
CHRM4 antagonist: human M4 muscarinic receptor antagonists, primary screen, CHO cells, Fluo-8 calcium fluorescence | hit rate 0.73% among 360,000 | CHO-hM4 cells, ACh EC80 | inhibition, % at 3 µM;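 active = inhibition above its plate's cutoff, the mean inhibition of sample wells plus 3 SD, cut at about 27% in these data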;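 note: 0% = acetylcholine EC80 with DMSO and 100% = DMSO without agonist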
M4 PAM: human M4 muscarinic receptor positive allosteric modulators, primary screen, CHO-K1 cells, Fluo-8 calcium fluorescence; Muscarinic acetylcholine receptor M4 (Homo sapiens), P08173; CHO-K1 hM4/Gqi5, ACh EC20; 0% = ACh EC20, 100% = maximal ACh; activation, % at 3 µM; hit rate 0.4% among 360,000; AID 624126, 2012;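 active = activation above its plate's cutoff, the mean activation of sample wells plus 3 SD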; note: some results filed as inactive read as strong as hits
CRFBP-R2 agonist: agonists of CRF-BP/CRF-R2 complex, primary screen, cell-based, HEK293, calcium dye fluorescence, uHTS | hit rate 0.46% among 350,000 | CRF-binding protein / CRF receptor 2 complex (human) | calcium dye fluorescence (FLIPR); percent of saturating CRF peptide response | activation, % at 13.2 µM;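 active = activation of at least 50%, plus an integration ratio under a set limit after plate pattern correction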;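 note: plate controls were neutral control wells without compound for no effect and CRF at EC100 for full effect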
M5 PAM: human M5 muscarinic receptor positive allosteric modulators, primary screen, CHO-K1 cells, Fluo-8 calcium fluorescence; CHO-K1 hM5, ACh EC20 PAM; 0% = ACh EC20, 100% = ACh EC100; activation, % at 3 µM; hit rate 0.3% among 360,000;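 active = activation above the run cutoff, the mean activation of all test compounds plus 3 SD, cut at about 18% in these data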
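Assay system: CHO-K1 hM5 cells. Also added: acetylcholine at EC20 concentration, added after compound. Dosing: 3 µM, single dose. Times: compound preincubation 140 s before EC20 acetylcholine addition. Signal: Fluo-8 calcium fluorescence. Measure: % activation relative to EC20 and EC100 ACh responses. Repeats: singlicate, one well per test compound.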
CRFBP-R2 block: antagonists of CRF-BP/CRF-R2 complex, primary screen, cell-based, HEK293, calcium dye fluorescence, uHTS; AID 588475, 2011; hit rate 0.59% among 350,000; inhibition, % at 11.8 µM; CRF-induced calcium fluorescence;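 active = inhibition of the ligand-induced calcium signal above about 50% at the single tested concentration, limit read from the data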
M5 ag: human M5 muscarinic receptor agonists, primary screen, CHO-K1 cells, Fluo-8 calcium fluorescence; Muscarinic acetylcholine receptor M5 (Homo sapiens), P08912; CHO-K1 hM5 cells; 0% DMSO wells, 100% maximal acetylcholine response; activation, % at 3 µM; hit rate 0.19% among 360,000;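 active = activation above the run's mean over test compounds plus 3 SD, cut at about 23% in these data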;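 note: signal is peak over basal fluorescence ratio across the kinetic read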
IDE inh: human IDE inhibitors in live cells, primary screen, fluorescence polarization, HEK cells, FAbetaB substrate; inhibition, % at 5.59 µM; FAbetaB cleavage; AID 434962, 2010; hit rate 0.41% among 320,000;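 active = percent inhibition above the average of all tested compounds plus 3 SD, set per screening campaign, cut at about 16% in these data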;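 note: IDE supplied by intact live HEK cells; FP after avidin binding of uncleaved biotin substrate so inhibition keeps polarization high; 0% = DMSO wells and 100% = 60 µM reference IDE inhibitor Ii1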
Target sequence (P14735 whole entry, looked up): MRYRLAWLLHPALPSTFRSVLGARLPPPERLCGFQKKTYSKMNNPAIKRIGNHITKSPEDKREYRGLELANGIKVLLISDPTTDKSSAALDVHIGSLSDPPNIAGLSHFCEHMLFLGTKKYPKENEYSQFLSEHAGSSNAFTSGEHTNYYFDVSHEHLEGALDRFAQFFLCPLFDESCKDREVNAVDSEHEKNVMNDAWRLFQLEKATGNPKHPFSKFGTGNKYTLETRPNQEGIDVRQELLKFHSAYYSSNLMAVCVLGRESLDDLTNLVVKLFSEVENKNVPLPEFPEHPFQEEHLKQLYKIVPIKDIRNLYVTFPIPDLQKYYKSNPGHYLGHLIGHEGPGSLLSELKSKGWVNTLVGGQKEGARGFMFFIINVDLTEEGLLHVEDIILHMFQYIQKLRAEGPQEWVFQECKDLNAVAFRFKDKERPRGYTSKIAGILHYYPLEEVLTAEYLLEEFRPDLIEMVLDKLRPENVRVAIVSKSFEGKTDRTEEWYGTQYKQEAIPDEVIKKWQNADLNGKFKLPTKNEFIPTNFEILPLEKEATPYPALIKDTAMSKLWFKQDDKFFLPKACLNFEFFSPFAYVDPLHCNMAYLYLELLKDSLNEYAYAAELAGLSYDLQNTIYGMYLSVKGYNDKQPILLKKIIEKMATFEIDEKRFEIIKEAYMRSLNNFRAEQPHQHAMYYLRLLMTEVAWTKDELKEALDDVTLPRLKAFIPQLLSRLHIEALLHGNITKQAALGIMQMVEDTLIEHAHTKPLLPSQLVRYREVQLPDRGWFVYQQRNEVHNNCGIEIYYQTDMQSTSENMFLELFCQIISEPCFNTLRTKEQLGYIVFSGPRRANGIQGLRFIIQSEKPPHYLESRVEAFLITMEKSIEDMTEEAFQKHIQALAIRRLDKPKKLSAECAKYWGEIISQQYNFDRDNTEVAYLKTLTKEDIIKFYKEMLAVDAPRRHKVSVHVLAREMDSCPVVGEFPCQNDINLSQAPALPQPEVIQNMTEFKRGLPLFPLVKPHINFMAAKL
* = called active by the depositor; nt = no result given. Rows were taken by chance; 2.9% or so of the library scored in one or more.

SMILES	CHRM5 antagonist	CHRM4 agonist	CHRM4 antagonist	M4 PAM	CRFBP-R2 agonist	M5 PAM	CRFBP-R2 block	M5 ag	IDE inh
CCC1=C(OC(=O)N(CC)CC)N2C(=O)OC(=NCCOC)[C@]2(Cc2ccccc2)[C@H]2C1=CC[C@H]1C(=O)N(CC)C(=O)[C@H]12	5	1	-5	11	-1.6	8	5	3	4
COC(=O)c1ccc(COc2ccc3ccc(=O)oc3c2)o1	11	1	0	-7	-3.2	-3	12	-4	nt
Cc1cccc(C)c1Nc1c(-c2ccccn2)nc2ccccn12	-2	-3	6	-13	-3.0	-2	-3	-10	6
CC(=O)Nc1cc[n+](C(C)C(=O)c2ccc(Br)cc2)cc1 (stereo not given)	8	0	2	-1	-0.5	3	7	-5	5
CCCOn1c(OCC(C)C)nc2ccccc2c1=O	2	0	-4	2	-1.6	-5	-11	-4	2
O=C(c1cccc(C(=O)N2CCN(c3ccccc3F)CC2)n1)N1CCN(c2ccccc2F)CC1	-1	5	1	4	-1.6	-5	9	0	7
Nc1ccc2nc(SCc3ccc([N+](=O)[O-])cc3)sc2c1	6	6	3	-11	-3.0	3	-21	-4	3
CCOC(=O)c1cccc(NC(=O)N2CCOCC2)c1	6	2	-5	6	-0.2	1	-9	7	1
O=CNc1cc(-c2ccoc2)cn2c(-c3ccc(F)cc3)cnc12	-7	2	1	6	nt	5	nt	1	nt
Cc1cc(C)c(S(=O)(=O)N/N=C/c2ccc([N+](=O)[O-])o2)c(C)c1	-1	0	6	2	1.2	3	-5	-4	nt
COc1ccc(C2=NOC(Cn3nc(C(=O)NCc4ccc(OC(F)(F)F)cc4)cc3-c3ccccc3)C2)cc1 (stereo not given)	9	2	4	-2	1.7	-2	1	2	-7
O=c1oc2c3c(nn2c2ccccc12)CCCC3	5	1	3	4	-0.7	-3	26	0	-3
CNc1nc(N)c([N+](=O)[O-])c(NCc2ccccc2)n1	-4	1	-2	3	-1.8	-5	-27	9	-8
CCCCN(Cc1cccs1)S(=O)(=O)c1ccc(-c2ccc(=O)[nH]n2)s1	4	-1	-7	-9	-0.5	0	0	-4	2
Cc1ccc(CC(=O)NCCc2ccc(S(N)(=O)=O)cc2)cc1	2	1	6	-4	-1.4	-2	0	1	-4
C=CCNC(=O)c1onc(CSc2ccccc2)c1C(=O)NCC=C	4	2	1	5	-1.8	3	-3	0	-1
O=C(Cc1ccc([N+](=O)[O-])cc1)NCc1ccc2c(c1)OCO2	2	0	0	-2	-0.5	0	42	-3	2
COc1ccccc1CNS(=O)(=O)c1ccc2c(c1)oc(=O)n2C	2	4	-6	-5	2.4	-5	-9	4	4
CCCCOc1ccc(C(=O)NCC(=O)N2CC(C)OC(C)C2)cc1 (stereo not given)	1	1	1	5	0.5	-5	7	1	nt
COc1ccc(OC)c(-c2cc(C(F)(F)F)c3c(n2)sc2c(O)cc(=O)[nH]c23)c1	2	1	-1	3	-2.0	0	40	1	-4
COc1ccc2nc(N/C(N)=N/C(=S)Nc3c(C)cccc3C)nc(C)c2c1	-11	1	-8	7	-2.7	-6	-11	-5	7
Cc1cc(=O)oc2c3c(cc(OCC(=O)NCc4ccccn4)c12)OC(C)(C)CC3	2	9	-14	1	3.3	-4	10	1	3
Cc1cc(C)n2nc(C(=O)OCC(=O)Nc3cc(S(=O)(=O)N4CCOCC4)ccc3Cl)nc2n1	-1	-1	-20	12	0.5	2	3	-4	nt
Cc1nn(C)c(Cl)c1CN1CCC(Oc2ccc(C(=O)N3CCCC3)cc2)CC1	20	2	0	-5	2.0	-8	0	-7	5
NC(=O)c1cc([N+](=O)[O-])ccc1NCc1ccc(F)cc1	11	4	-3	7	0.3	2	-7	-5	3
Cc1ccc(COc2ccc(/C=N/O)cc2)cc1	13	0	-7	4	-0.5	-9	-2	-5	-1
CCOc1cccc(C=NCCc2ccc(OC)c(OC)c2)c1O	13	0	11	-2	1.1	4	6	-1	-4
COc1ccc(-c2cc(C(=O)Nc3c(C)n(C)n(-c4ccccc4)c3=O)c3ccccc3n2)cc1OC	21	16	14	-15	1.6	-11	0	1	-3
Cc1cccc(-c2ccc3[nH]c4c(c3c2)CCN2C[C@@H]([C@H](C)OC(=O)Nc3ccccc3C)[C@@H](N(C)C(=O)Nc3ccccc3C)C[C@@H]42)c1	0	6	10	6	2.0	1	-7	1	nt
CCOC(=O)c1ccc(NC(=O)NCc2ccccc2)cc1	1	7	-7	-3	0.1	-3	-1	2	-7
CCC(C)/C(C)=N/NC(=O)c1ccc(CSc2nc3ccccc3s2)cc1 (stereo not given)	4	2	6	-11	2.0	-8	-13	1	13
Cc1nn(S(=O)(=O)c2ccc(C(C)(C)C)cc2)c(C)c1S(=O)(=O)N1CCOCC1	-6	0	-23	4	-0.4	-1	-2	0	3
CC1=C(C(=O)N2CCCCCC2)CC(CC(=O)NCc2cccc3ccccc23)C(=O)N1CCC1=CCCCC1 (stereo not given)	9	15	2	-9	nt	-7	nt	5	nt
O=C(NCCC(=O)N1CCc2ccccc21)c1ccco1	-8	3	-36	9	-1.5	8	-2	-4	-5
CC(=O)N1[C@H](C)C=C[C@]1(Cc1ccccc1)C(=O)NCc1cc(F)cc(C(F)(F)F)c1	-9	2	11	4	-4.8	7	-16	0	1
Cn1c(=O)c2[nH]c(=O)[nH]c2n(C)c1=O	2	2	-25	4	-1.1	0	13	-1	nt
CCC(C)NC(=O)COC(=O)c1csc2c1CCCC2 (stereo not given)	-12	2	-10	10	-1.0	8	-1	-1	5
COC(=O)c1ccsc1NC(=O)c1ccco1	0	1	-5	3	-0.1	0	-2	-2	0
O=C(NC(c1ccccc1)c1ccc2ccccc2n1)C1CCN(Cc2ccc(Oc3ccccc3)cc2)CC1 (stereo not given)	2	0	4	-8	nt	-2	nt	-1	nt
CCSc1nc(=S)n(Cc2ccccc2)c(C)c1C(C)=O	-2	2	-2	8	-3.1	4	-5	1	2
Nc1nc(-c2ccccc2)[nH]c(=O)c1N=O	-4	1	-6	5	-1.9	6	42	-2	2
Cc1cccc(C)c1OCC(=O)N(Cc1ccc(Cl)cc1)C1CCS(=O)(=O)C1 (stereo not given)	19	6	7	0	2.3	-2	-27	1	-7
CCOC(=O)C1CCN(S(=O)(=O)c2ccc3c(c2)CC(=O)N3)CC1	1	1	7	-6	-2.4	-5	4	1	1
CCOC(=O)C(NC(=O)CC)(Nc1ccc(S(=O)(=O)Nc2cc(C)on2)cc1)C(F)(F)F (stereo not given)	-2	0	-1	2	-0.8	-2	-5	-10	2
CCC(=O)Nc1ccc2c(c1)ncn2-c1ccccc1OC	-5	1	-3	10	1.9	-1	0	-2	5
Cc1cc(C)nc(SCC(=O)c2c(N)n(C)c(=O)n(C)c2=O)n1	-1	2	5	1	-0.7	-2	-18	0	4
O=S(=O)(Nc1ccc(-n2cnnn2)cc1)c1ccc(F)c(F)c1F	6	1	-3	23	4.3	-2	-4	-2	-5
CCN(CC)c1ccc(/C=N/NC(=O)c2c(-c3ccccc3)noc2C)cc1	10	1	0	-2	1.0	-8	-6	-7	3
Cc1ccc(S(=O)(=O)NNC(=O)c2ccc(O)cc2)cc1	-4	2	-8	6	0.2	0	16	2	-7
COc1ccc(NCN2C(=O)CCC2=O)cc1	0	1	5	-3	0.0	-4	-12	-5	8
CCOc1ccc(CNC(=O)CN2C(=O)C(c3ccccc3)Oc3cccnc32)cc1 (stereo not given)	13	3	8	-4	0.5	-12	-8	-3	2
CCCCOc1ccc(C2=CSC3=NCCN23)cc1[N+](=O)[O-]	5	0	9	-5	-2.2	-5	-10	-5	2
CC(=O)OCC1OC(OC(C)=O)C(NC(=O)c2cccnc2)C(OC(C)=O)C1OC(C)=O (stereo not given)	6	1	-4	-1	-1.3	0	28	2	-7
COc1ccc(NC(=O)c2nc[nH]c2C(=O)N(C)Cc2ccccc2)cc1	6	5	-7	1	-1.6	-9	-1	1	0
O=C(c1ccc(CS(=O)c2ccccc2Cl)o1)N1CCN(c2ccccc2)CC1 (stereo not given)	7	20	-27	0	0.1	-2	-2	-1	3
CSc1ccc(/C=N/NC(=O)c2sccc2C)cc1	-4	0	-8	-2	0.5	-1	3	0	3
O=C(C[C@H]1CC[C@@H]2[C@H](COC[C@H](O)CN2Cc2cccc(F)c2)O1)NCc1cccc(F)c1	-11	2	1	-1	nt	9	nt	3	nt
C=CCN1C(=O)S/C(=C\c2ccc(N3CCOCC3)cc2C)C1=O	2	5	-6	27*	4.8	-2	-12	2	2

Some of the entries so far, with values under each structure.
Values run as follows: CHRM5 antagonist, CHRM4 agonist, CHRM4 antagonist, M4 PAM, CRFBP-R2 agonist, M5 PAM, CRFBP-R2 block, M5 ag, IDE inh
Nc1nc(-c2ccccc2)[nH]c(=O)c1N=O
 : -4, 1, -6, 5, -1.9, 6, 42, -2, 2
Cc1cccc(C)c1OCC(=O)N(Cc1ccc(Cl)cc1)C1CCS(=O)(=O)C1 (stereo not given)
 : 19, 6, 7, 0, 2.3, -2, -27, 1, -7
CCOC(=O)C1CCN(S(=O)(=O)c2ccc3c(c2)CC(=O)N3)CC1
 : 1, 1, 7, -6, -2.4, -5, 4, 1, 1
CCOC(=O)C(NC(=O)CC)(Nc1ccc(S(=O)(=O)Nc2cc(C)on2)cc1)C(F)(F)F (stereo not given)
 : -2, 0, -1, 2, -0.8, -2, -5, -10, 2
CCC(=O)Nc1ccc2c(c1)ncn2-c1ccccc1OC
 : -5, 1, -3, 10, 1.9, -1, 0, -2, 5
Cc1cc(C)nc(SCC(=O)c2c(N)n(C)c(=O)n(C)c2=O)n1
 : -1, 2, 5, 1, -0.7, -2, -18, 0, 4
O=S(=O)(Nc1ccc(-n2cnnn2)cc1)c1ccc(F)c(F)c1F
 : 6, 1, -3, 23, 4.3, -2, -4, -2, -5
CCN(CC)c1ccc(/C=N/NC(=O)c2c(-c3ccccc3)noc2C)cc1
 : 10, 1, 0, -2, 1.0, -8, -6, -7, 3
Cc1ccc(S(=O)(=O)NNC(=O)c2ccc(O)cc2)cc1
 : -4, 2, -8, 6, 0.2, 0, 16, 2, -7

Bioassay records (PubChem)
